14-3-3 Bad PPI = inhibitors of 14-3-3 zeta/Bad binding, primary screen, biochemical, TR-FRET, bovine 14-3-3 zeta. 14-3-3 protein zeta/delta (Bos taurus), P63103. TR-FRET 14-3-3zeta/Dy647-pBad peptide displacement, 1 h. inhibition, % at 21.7 µM. hit rate 0.71% among 220,000. AID 781, 2007;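 active = inhibition above about 70%, limit read from the data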;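 note: 0% = full 14-3-3 plus peptide FRET controls and 100% = background without 14-3-3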
Calpain2 inh = inhibitors of pig calpain II, primary screen, biochemical, fluorogenic peptide substrate, 1536-well. purified calpain II, 30 min. inhibition, % at 16 µM. hit rate 0.37% among 220,000. AID 1236, 2008;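 active = inhibition above about 50%, limit read from the data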
EP2 mod = EP2 receptor modulators, cAMP readout, primary screen, cell-based, HTRF cAMP, PGE2 stimulation. induction, % at 25 µM. Prostaglandin E2 receptor EP2 subtype (Homo sapiens), P43116. AID 940, 2007. EP2-expressing cells, cAMP HTRF FRET, PGE2 co-stimulation. hit rate 0.83% among 260,000;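 active = compounds whose cAMP rise, as percent of the full-agonist control response, exceeds 60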;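 note: rat C6 glioma line stably carrying human EP2 under a CMV promoter; the protocol text gives 20 µM as final concentration; 100% = response of wells given 1 µM PGE2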
Hck-Nef inh = inhibitors of Nef-activated human Hck kinase, primary screen, biochemical, Z-Lyte FRET, 384-well, Hck-YEEI; Tyrosine-protein kinase HCK (Homo sapiens), P08631; Recombinant Hck-YEEI plus Nef, Z-Lyte FRET kinase assay; inhibition, % at 20 µM; hit rate 0.68% among 220,000; AID 463187, 2010;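 active = Hck-Nef kinase inhibition above about 50%, limit read from the data; inactive = inhibition below that limit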;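 note: 0% = DMSO with Hck plus Nef and 100% = Hck alone without Nef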
TbHK1 inh = Trypanosoma brucei hexokinase 1 inhibitors, primary screen, biochemical, G6PDH-coupled NADH absorbance, MLSCN library. inhibition, % at 10 µM. hexokinase 1 [Trypanosoma brucei]. recombinant TbHK1, G6PDH-coupled NADH A340. hit rate 0.11% among 220,000;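 active = inhibition of 50% or more in the single-dose primary screen; inactive = inhibition below 50%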
eIF4E-4G inh = eIF4E–eIF4G protein interaction inhibitors, primary screen, biochemical, uHTS, TR-FRET, eIF4GI fragment | Eukaryotic translation initiation factor 4E (Mus musculus) + Eukaryotic translation … | hit rate 0.37% among 220,000 | TR-FRET eIF4E-eIF4GI(517-606) binding, 2 h | inhibition, % at 21.7 µM;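 active = inhibition above about 30%, limit read from the data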;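 note: 0% = full FRET control wells and 100% = background wells lacking eIF4GI fragment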
L929 necroptosis = inhibitors of zVAD-triggered necroptosis, primary screen, L929 cells; AID 1377, 2008; hit rate 0.38% among 220,000; viability rescue, % at 10 µM; L929 zVAD necroptosis rescue, ATP luminescence, 24 h; with zVAD 60 µM;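 active = activation, scaled between plate controls, above about 75%, limit read from the data; inactive = activation under that limit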;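 note: 0% = zVAD with DMSO and 100% = DMSO alone without zVAD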
PGE2 EP2 inh = human EP2 receptor antagonists, primary screen, TR-FRET cAMP, C6 glioma cells | Prostaglandin E2 receptor EP2 subtype (Homo sapiens), P43116 | C6 glioma cells expressing human EP2; cells stimulated with saturating PGE2 | inhibition, % at 25 µM | hit rate 0.52% among 260,000;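 active = percent inhibition above 40 after rounding to a whole number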;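 note: rat C6 glioma host cells with rolipram phosphodiesterase inhibitor present; the protocol text gives 20 µM as final concentration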
Rad51 HR inh = human RAD51 strand exchange inhibitors, primary screen, biochemical, fluorescence. AID 1385, 2008. DNA repair protein RAD51 homolog 1 (Homo sapiens), Q06609. hRad51 DNA strand exchange, fluorescence dequenching. hit rate 0.085% among 200,000. inhibition, % at 10 µM;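 active = inhibition above 40% at the single screening dose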;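 note: 0% = DMSO control wells and 100% = blanks with heterologous ssDNA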
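Test system – preformed human Rad51 ssDNA filaments · Reagent – Donor/quencher-labelled 47-bp dsDNA substrate · Incubation – 37 °C 15-min filament assembly, 30-min compound preincubation, 15-min exchange · Signal – FRET fluorescence dequenching, excitation 485 nm, emission 520 nm · Read-out – percent inhibition from fluorescence, normalised to plate control and blank means · Benchmarks – plate control and blank wells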
Starred values were filed as active, the others as inactive; i = inactive; . = no result given; [ ] = dose if it differs, or a comment. This is a subset (hit frequency here may not be typical).

SMILES | 14-3-3 Bad PPI | Calpain2 inh | EP2 mod | Hck-Nef inh | TbHK1 inh | eIF4E-4G inh | L929 necroptosis | PGE2 EP2 inh | Rad51 HR inh
Cc1cc(=O)oc(C)c1C(=O)NCc1ccco1 | -8 | -4 | 8 | -2 | 8 | -11 | -0.2 | 13 | 1
O=C(CN1c2ccccc2Sc2ccccc21)NNC(=O)Nc1ccc(Cl)cc1 | -2 | -7 | 16 | 16 | 14 | -2 | 2.0 | 9 | 11
CCOc1ccc2nc(NCCNC(=O)CC)c(C#N)cc2c1 | -12 | i | -49 | 7 | 17 | 5 | 0.0 | 4 | -6
CCNC(=O)C1CCCN1S(=O)(=O)c1ccc(C)cc1 (stereo not given) | 0 | 14 | -14 | -10 | -1 | -3 | -0.5 | 3 | 2
CCOP(=O)(c1ccccc1)C1(O)CCCCC1 (stereo not given) | -7 | -24 | 0 | 2 | -6 | 3 | 0.3 | 11 | 0
Cc1cc(Br)c(S(=O)(=O)NCCN2CCOCC2)cc1C | -1 | -13 | 0 | 0 | -11 | 4 | 0.4 | 11 | -2
COc1ccc(CCNC(=O)CSc2nn(-c3ccccc3)c(=S)s2)cc1OC | 1[fluorescence artefact?] | 7 | 8 | 5 | -12 | 0 | -0.1 | 2 | -5
C/C(=N/NC(=O)c1cccs1)c1ccc(NC(=O)COc2ccc(Cl)cc2)cc1 | -4 | -6 | -4 | 9 | -8 | -5 | 0.8 | 5 | -4
COC(=O)c1sccc1NC(=S)OC | -17 | -6 | 6 | 11 | -17 | 2 | 1.0 | 14 | 24
COc1ccc(-n2c(C)c(C(C)=O)c3cc(OCC(N)=O)ccc32)cc1 | 3 | -9 | -49 | 16 | 0 | 0 | 6.7 | 19 | 1
Cc1ccccc1C(C(=O)NCc1ccccc1)N(Cc1ccco1)C(=O)c1ccccn1 (stereo not given) | 15 | 15 | -6 | -1 | 7 | -2 | 0.3 | 15 | 2
OCc1nn2c(c1Br)NC(c1ccccc1)CC2C(F)(F)F (stereo not given) | 1[fluorescence artefact?] | -3 | -12 | 7 | -1 | 8[fluorescence artefact?] | 0.8 | 22 | .
CCn1c(SCC(=O)NCc2ccc(C)cc2)nnc1-c1ccncc1 | -7 | -7 | 3 | 0 | -4 | -1[fluorescence artefact?] | 0.8 | 11 | -3
CCCC1/C(=N/O)CC(c2ccccc2)NC1c1ccccc1 (stereo not given) | -10 | -3 | 24 | 11 | -11 | -1 | 1.8 | 19 | -1
CC(=O)Nc1ccc(NC(=O)Oc2ccccc2)cc1 | 20 | 17 | -15 | 10 | 17 | 6 | -0.1 | 8 | -6
COc1ccc(C)cc1S(=O)(=O)N(CC(=O)O)c1ccccc1 | 4 | -2 | 9 | 6 | -1 | 4 | -1.5 | 22 | 1
CC12CCC(C(=O)NCCc3ccccc3)(OC1=O)C2(C)C (stereo not given) | 3 | -9 | -21 | 12 | 2 | 3 | 3.1 | 7 | -12
COC(=O)c1sccc1NC(=O)CSc1ccccc1NS(=O)(=O)c1ccc(Br)cc1 | 8 | -57 | 28 | 1 | 5 | -6 | -0.2 | 3 | -4
COc1ccc(N(CC(=O)NC2CCCCC2)C(=O)CNC(=O)c2ccco2)c(OC)c1 | -8 | -9 | 17 | 5 | 8 | 2 | 1.2 | 7 | -8
Cc1ccc(NC(=S)NCc2ccc3c(c2)OCO3)c(C)c1 | -17[fluorescence artefact?] | -12 | -18 | -1 | -8 | 2 | -0.6 | 9 | 3
O=C(Cc1cccs1)Nc1nc2c(s1)CCCC2 | 3 | -20 | -9 | 2 | -2 | -5 | 1.4 | 3 | 4
CNC(=O)c1cccnc1Nc1cccc(C(F)(F)F)c1 | 1[fluorescence artefact?] | -10 | -21 | 3 | -4 | 5 | 1.2 | 10 | -4
Cc1nc2ccccc2nc(C)c1=NOCc1ccc(C#N)cc1 | -5 | -5 | -56 | 4 | 0 | 6 | 0.0 | 6 | -2
COc1ccccc1/C=N/NC(=O)c1[nH]c(C)c(C(=O)N/N=C/c2ccccc2OC)c1C | 13 | -46 | -33 | 2 | -60 | -29 | 1.6 | 7 | 16
CC(C)N1C(=S)SC(C)(C)C1n1oc(=O)n(-c2ccc(Cl)c(Cl)c2)c1=O (stereo not given) | 6 | -11 | -1 | 9 | -3 | -2 | 0.3 | . | .
Next part
SMILES | 14-3-3 Bad PPI | Calpain2 inh | EP2 mod | Hck-Nef inh | TbHK1 inh | eIF4E-4G inh | L929 necroptosis | PGE2 EP2 inh | Rad51 HR inh
CC(O)[C@H](NC(=O)C1(c2ccccc2)CCN(C(=O)OC(C)(C)C)CC1)C(=O)O (stereo not given in full) | 18 | 13 | -2 | 2 | -9 | 9 | 0.8 | 4 | 4
Oc1c(C=Nc2cccnc2)sc2ccccc12 | -9[fluorescence artefact?] | -9 | -4 | 2 | -32 | 10[fluorescence artefact?] | 0.0 | 16 | -14
COc1ccccc1CNS(=O)(=O)c1ccc2[nH]cc(C(=O)O)c(=O)c2c1 | 9 | -8 | 4 | 0 | -1 | 6 | 0.0 | 7 | 1
COC(=O)C(NC(=O)Nc1ccccc1OC)C(C)C (stereo not given) | 0[fluorescence artefact?] | 2 | 9 | 1 | -5 | -5[fluorescence artefact?] | 1.0 | 9 | -2
CCCc1ccc(-c2ccc(F)c(N)c2)nc1 | 2 | 31 | -38 | 6 | 3 | -1 | 0.5 | 7 | -3
CC(C)(C)OC(=O)N1CCC(C(=O)N[C@H](Cc2ccccc2)C(=O)O)CC1 | 1 | -31 | 6 | 1 | -3 | -2 | 0.1 | 1 | 3
CCN1CCc2c(C#N)c(NCc3ccccc3)nc(N(CC)CC)c2C1 | -15[fluorescence artefact?] | 34 | 13 | 1 | -19 | 3[fluorescence artefact?] | 0.6 | 3 | 1
CCOc1ccc2nc(SCC(=O)N3CCCc4ccccc43)sc2c1 | -5 | 19 | 42 | 1 | 2 | -5 | -0.1 | 4 | 6
Cc1cc(NCCc2ccc(Cl)cc2)n2ncnc2n1 | -15 | -26 | -29 | -3 | 15 | -11 | 1.6 | 8 | 29
CC1CCCCN1CCNc1nc(=S)[nH]c2ccccc12 (stereo not given) | 6 | 4 | 16 | -1 | -11 | 3 | 0.3 | 4 | 10
CC1CCC(C(=O)NC(C(=O)N2CCC(N3CCCCC3)CC2)C(C)C)CC1 (stereo not given) | -2 | 12 | 17 | 0 | -7 | 7 | 0.6 | 3 | -1
Cc1[nH]c2ccccc2c1-c1nc(-c2ccc(Cl)cc2)nnc1-c1ccccc1 | 10 | -34 | 4 | 3 | 5 | 0 | 0.0 | 5 | 0
O=C(c1cccc2c1-c1ccccc1/C2=N/O)N1CCCCC1 | -4 | -16 | -11 | -3 | -2 | -2 | 1.5 | 7 | 3
Brc1ccc2nc(-c3ccncc3)c(NC3CCCC3)n2c1 | -14 | -9 | 33 | 13 | -12 | 1 | 2.5 | 11 | -10
Cc1cc(C)nc(N2CCCC(C(=O)Nc3nc4ccc(S(C)(=O)=O)cc4s3)C2)n1 (stereo not given) | -1 | -124 | 5 | 3 | -9 | 2 | 0.7 | 6 | 1
COC(=O)c1sc2nc(SCc3cccc(F)c3)n(N)c(=O)c2c1C | -12 | -80 | 11 | -1 | -9 | 4 | 0.4 | 9 | 0
Cc1ccc(-c2nc(-c3cccnc3)sc2CC(=O)O)cc1 | -1 | -13 | -3 | 19 | -15 | -6 | 1.4 | 13 | 6
COCc1[nH]nc2c1C(c1ccccc1OC)C(C#N)=C(N)O2 (stereo not given) | 7 | -16 | 28 | . | . | -5 | . | 15 | -6
CC(=O)Nc1ccc(S(=O)(=O)Nc2nc3ccc(C)cc3s2)cc1 | 4[fluorescence artefact?] | -43 | 5 | -3 | 2 | 0 | -0.3 | 1 | 6
N#CC(C#N)=NNc1ccc(S(=O)(=O)N2CCCCC2)cc1 | -15[fluorescence artefact?] | -8 | 3 | 2 | -20 | 5 | 15 | 3 | -6
CCCC(=O)Nc1ccc2c(c1)nc(CCNC(=O)c1ccco1)n2C | 1 | -2 | 9 | 1 | -2 | -4 | 0.8 | 2 | -1
Cc1c(-c2ccccc2)[n+](=O)c2c(n1[O-])CCCC2 | -1 | 2 | -30 | 9 | 8 | -7 | 0.2 | 3 | 8
Fc1ccc(NC(=S)Nc2cccc(Cl)c2)cc1 | -10 | 20 | -2 | 2 | -1 | 5[fluorescence artefact?] | 0.8 | 4 | -5
CCOC(=O)c1c(CN(C)C)n(-c2ccc(C)cc2)c2cc(Br)c(O)cc12 | -4 | 0 | 8 | 5 | 0 | -1 | 0.0 | 8 | -2
Cc1nc2nc[nH]n2c(=O)c1NS(=O)(=O)c1ccc([N+](=O)[O-])cc1 | -2 | 7 | 12 | -1 | -10 | 1 | 0.6 | 3 | .
New compounds follow:
SMILES | 14-3-3 Bad PPI | Calpain2 inh | EP2 mod | Hck-Nef inh | TbHK1 inh | eIF4E-4G inh | L929 necroptosis | PGE2 EP2 inh | Rad51 HR inh
O=C(Nc1ccccc1N1CCOCC1)c1ccc(S(=O)(=O)NCc2ccco2)cc1 | -12 | -19 | -37 | 21 | 0 | -3 | 3.3 | 1 | 0
CCC(C)c1ccc(S(=O)(=O)N2CCN(C(C)CC(=O)O)CC2)cc1 (stereo not given) | 8 | 16 | 9 | -35 | 5 | 3 | -0.6 | 0 | -8
CC1CN(C(=O)COC(=O)c2ccc(N(C)C)cc2)CC(C)O1 (stereo not given) | -6 | -15 | 22 | 2 | -14 | 2 | 0.3 | 10 | -9
O=S(=O)(NC1CCCCC1)c1ccc(Br)cc1 | -14 | 19 | -8 | -5 | -1 | 4 | 2.1 | 4 | -7
C=CCN(CC=C)C(=S)NC(=O)c1ccc(-c2ccccc2)cc1 | 7 | 24 | -41 | -1 | 1 | -3 | -0.2 | 2 | 4
C/C(CC(=O)Nc1cc(C)ccn1)=N\NC(=O)c1ccccc1C | -11 | -5 | 18 | 14 | -2 | 0 | 26 | 1 | 0
Cc1ccc(CC(=O)Nc2ncc([N+](=O)[O-])s2)cc1 | -5 | 21 | -17 | 12 | 0 | 2 | 1.6 | 4 | -50
O=c1[nH]c2ccccc2cc1-c1nnn(-c2ccc(F)cc2)n1 | 4 | -11 | -9 | 3 | -1 | 5 | 0.2 | 9 | -4

Sorted by SMILES length (smallest number first): some entries from above
SMILES | 14-3-3 Bad PPI | Calpain2 inh | EP2 mod | Hck-Nef inh | TbHK1 inh | eIF4E-4G inh | L929 necroptosis | PGE2 EP2 inh | Rad51 HR inh
O=S(=O)(NC1CCCCC1)c1ccc(Br)cc1 | -14 | 19 | -8 | -5 | -1 | 4 | 2.1 | 4 | -7
Cc1ccc(CC(=O)Nc2ncc([N+](=O)[O-])s2)cc1 | -5 | 21 | -17 | 12 | 0 | 2 | 1.6 | 4 | -50
C/C(CC(=O)Nc1cc(C)ccn1)=N\NC(=O)c1ccccc1C | -11 | -5 | 18 | 14 | -2 | 0 | 26 | 1 | 0
CCC(C)c1ccc(S(=O)(=O)N2CCN(C(C)CC(=O)O)CC2)cc1 (stereo not given) | 8 | 16 | 9 | -35 | 5 | 3 | -0.6 | 0 | -8

From PubChem BioAssay
